# TbMetRS inhib: Trypanosoma brucei MetRS inhibition; purified T. brucei MetRS, ATP depletion, Kinase-Glo luminescence; inhibition, % at 11.9 µM; 360,000 compounds, 0.4% hits;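 active = inhibition above a per-plate cutoff of the control wells' mean inhibition plus 3 SD, cut at about 5.5% in these data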;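 note: 0% = DMSO wells median and 100% = median of wells with control inhibitor compound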
#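 Material: parasite MetRS enzyme / Replication: singlicate, one well per compound / Signal: luminescence of leftover ATP / Schedule: 2 h aminoacylation at 25 °C after 15 min preincubation / Medium: HEPES-MgCl2-KCl buffer plus DTT, spermine, BSA, pyrophosphatase / Doses: 11.9 µM single point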
# Neddylation inh: blocks human cullin neddylation; 360,000 compounds, 0.58% hits; TR-FRET cullin neddylation, biochemical; calls only at 25 µM; P61081+Q13564; in the data active = inhibition above about 36%
# PABP1 MLLE inh: blocks PAM2 peptide binding to the PABP1 MLLE domain; GST-MLLE / FITC-PAM2 fluorescence polarization; inhibition, % at 20 µM; 360,000 compounds, 0.36% hits; AID 588489; in the data active = inhibition above about 35%, passing the limit was not always enough;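 note: plate controls were DMSO wells with GST-MLLE for no effect and wells lacking GST-MLLE protein for full effect; some results filed as inactive read as strong as hits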
# Target sequence (P11940 whole entry, looked up, the tested form may be a part): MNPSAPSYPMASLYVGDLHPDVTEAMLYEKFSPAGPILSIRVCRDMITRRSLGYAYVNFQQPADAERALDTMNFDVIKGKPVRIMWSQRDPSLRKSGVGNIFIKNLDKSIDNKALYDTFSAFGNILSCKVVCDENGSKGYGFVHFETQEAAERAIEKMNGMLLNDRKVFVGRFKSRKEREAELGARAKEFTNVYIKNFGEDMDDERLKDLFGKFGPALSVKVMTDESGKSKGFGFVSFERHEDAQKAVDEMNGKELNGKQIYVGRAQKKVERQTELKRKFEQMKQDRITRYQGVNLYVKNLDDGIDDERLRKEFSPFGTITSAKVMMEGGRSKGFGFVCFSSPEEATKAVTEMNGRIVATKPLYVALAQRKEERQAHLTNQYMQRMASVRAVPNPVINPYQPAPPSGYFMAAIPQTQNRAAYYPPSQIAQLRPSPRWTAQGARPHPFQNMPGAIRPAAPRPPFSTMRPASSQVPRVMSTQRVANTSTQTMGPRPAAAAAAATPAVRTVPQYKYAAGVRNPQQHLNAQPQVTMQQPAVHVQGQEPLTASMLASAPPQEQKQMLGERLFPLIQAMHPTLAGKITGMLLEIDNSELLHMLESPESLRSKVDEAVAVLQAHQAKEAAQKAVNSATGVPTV
# MsrA inh: bovine MsrA inhibition. purified bovine MsrA, absorbance read-out. inhibition, % at 15.5 µM. 360,000 compounds, 0.75% hits; in the data active = inhibition above about 4.5%;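 note: 0% = vehicle wells with enzyme and 100% = reference inhibitor wells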
# FAS TE block: blocks the thioesterase domain of human fatty acid synthase | P49327 | recombinant FAS-TE, OMFH fluorogenic substrate, fluorescence endpoint | inhibition, % at 15 µM | 360,000 compounds, 0.67% hits | AID 602261;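 active = compounds whose normalised, plate-corrected inhibition of enzyme fluorescence in the single-dose primary screen is 50% or more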;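 note: 0% = DMSO with enzyme and 100% = substrate without enzyme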
# eLon inh: inhibitors of E. coli Lon protease; P0A9M0; purified E. coli Lon protease, fluorescence polarization; inhibition, % at 7.94 µM; 360,000 compounds, 0.42% hits; AID 602123; in the data active = inhibition above about 13%, passing the limit was not always enough;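 note: 0% = enzyme with probe and DMSO and 100% = no enzyme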
# MsrA act: activators of bovine methionine sulfoxide reductase A; AID 602163; activation, % at 10.6 µM; purified bovine MsrA, absorbance read-out; 360,000 compounds, 0.3% hits; in the data active = activation above about 7.5%;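 note: 0% = vehicle and 100% = reference activator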
# CSN deneddyl inh: CSN deneddylation inhibition; Purified CSN, SCF-Nedd8-OG deneddylation, fluorescence polarization; Q92905; inhibition, % at 12.5 µM; 360,000 compounds, 0.38% hits;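 active = pattern-corrected inhibition above about 35%, with an unprinted fluorescence ratio check between 0.5 and 1.5, limit read from the data, passing the limit was not always enough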;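 note: 0% = enzyme with substrate and 100% = substrate without enzyme; some results filed as inactive read as strong as hits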
# Target sequence (Q92905 whole entry, looked up, one chain of several): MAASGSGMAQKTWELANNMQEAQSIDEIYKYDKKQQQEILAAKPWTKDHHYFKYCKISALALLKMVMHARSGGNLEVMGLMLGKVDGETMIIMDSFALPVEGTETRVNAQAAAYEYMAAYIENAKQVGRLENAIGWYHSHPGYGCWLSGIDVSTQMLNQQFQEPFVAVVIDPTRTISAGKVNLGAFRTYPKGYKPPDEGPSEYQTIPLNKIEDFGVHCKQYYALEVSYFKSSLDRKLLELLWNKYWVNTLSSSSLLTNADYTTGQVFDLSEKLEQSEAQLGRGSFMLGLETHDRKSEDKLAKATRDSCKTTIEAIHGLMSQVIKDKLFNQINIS
#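 Material: human Csn5 produced in HEK293T cells; Input: enzyme 0.24 nM; Reagent: SCFSkp2-Nedd8OG substrate at 10 nM final; Dosing: 12.5 µM compound; Incubation: 90 min reaction at room temperature; Detection: fluorescence polarization of the substrate; Evaluation: % inhibition of substrate cleavage by Csn5; Control set: substrate-only high control, full reaction low control.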
# Rin1 Abl inh: blocks binding of human Rin1 to Abl | P00519+Q13671 | TR-FRET Rin1/Abl binding, biochemical | inhibition, % at 7.35 µM | 360,000 compounds, 0.4% hits; in the data active = inhibition above about 5%, passing the limit was not always enough
# Numbers without * were called inactive; i = inactive; / = not tested or not shown; + = active, no number.
SMILES,TbMetRS inhib,Neddylation inh,PABP1 MLLE inh,MsrA inh,FAS TE block,eLon inh,MsrA act,CSN deneddyl inh,Rin1 Abl inh
CCc1nnc(NC(=O)CSc2nc(C)nc3c2c(=O)n(C)c(=O)n3C)s1,-0.3,i,19,-0.6,-2,-3,-5,1,2
CC1(NC(=S)N(CCO)CCO)CCS(=O)(=O)C1 (centres undefined),0.1,i,2,-1.5,-7,-1,-3,1,0
COc1ccc(NC(=O)CSCC(=O)N2c3ccccc3CCc3ccccc32)cc1,-0.6,i,8,-1.7,19,-3,1,-2,-1
O=C(CSc1n[nH]c(-c2ccccc2)n1)Nc1ncccn1,-0.3,i,-8,1.9,-9,0,-4,0,-2
COc1ccc(NC(=O)Nn2cnnc2)cc1OC,-0.4,i,-1,0.8,-5,5,-2,-2,-2
COc1ccc(OC)c(S(=O)(=O)NC(=O)C2(C)CCN2C(=O)Cc2ccccc2Cl)c1 (centres undefined),-0.1,i,-7,-0.4,-9,-7,-1,-5,-4
O=c1c2c(-c3ccccc3)csc2ncn1/N=C/c1cccc([N+](=O)[O-])c1O,-0.8,i,-7,1.8,4,7,-9,3,3
O=C(Nc1ccc(Cl)c(S(=O)(=O)N2CCOCC2)c1)C1CCC1,-0.2,i,13,0.2,-6,3,0,0,5
COC(=O)c1cccc(N(C(=O)CNC(=O)c2cccs2)C(C(=O)NCC2CCCO2)c2ccc(OC)c(OC)c2)c1 (centres undefined),-0.1,i,-16,-0.8,-6,-6,-3,3,-2
COC(=O)c1ccc(Cn2c(O)c(N=O)c3ccccc32)o1,-0.4,i,-8,3.0,-107,0,-9,1,-1

# 2 entries from above, set out differently:
mol	TbMetRS inhib	Neddylation inh	PABP1 MLLE inh	MsrA inh	FAS TE block	eLon inh	MsrA act	CSN deneddyl inh	Rin1 Abl inh
COc1ccc(OC)c(S(=O)(=O)NC(=O)C2(C)CCN2C(=O)Cc2ccccc2Cl)c1 (centres undefined)	-0.1	i	-7	-0.4	-9	-7	-1	-5	-4
O=c1c2c(-c3ccccc3)csc2ncn1/N=C/c1cccc([N+](=O)[O-])c1O	-0.8	i	-7	1.8	4	7	-9	3	3

# (next part)
SMILES,TbMetRS inhib,Neddylation inh,PABP1 MLLE inh,MsrA inh,FAS TE block,eLon inh,MsrA act,CSN deneddyl inh,Rin1 Abl inh
Cn1cc(CN2CCN(c3ncccn3)CC2)c(-c2cccc(Cl)c2)n1,-1.6,i,-4,1.3,7,-6,-9,-2,-6
C/C(=N\N=C1\NC(=O)CS1)c1cccs1,-0.7,i,-6,4.0,-6,-4,-11,-4,-1
Cc1ccc(S(=O)(=O)N2CCCN(C(=O)CNC(=O)c3ccccc3)CC2)cc1,-0.3,i,-3,-0.8,-3,-4,-4,4,-1
Cc1nn(Cc2c(F)c(F)c(F)c(F)c2F)c(C)c1NC(=O)c1c([N+](=O)[O-])c(C)nn1C,-1.0,i,5,-2.0,0,-2,-10,-3,0
CCOCCn1ccc2c(OCC(=O)Nc3cc(OC)ccc3OC)cccc2c1=O,0.0,i,3,-0.6,4,-10,-2,3,4
CCOc1ccc(S(=O)(=O)N(C)CC(=O)NCc2ccc3c(c2)OCO3)cc1,0.5,i,8,-1.1,2,-12,-4,-1,2
Cc1c(Cl)cccc1NC(=O)Cn1cccc1,-0.4,i,6,1.8,-4,6,-2,4,1
c1csc(CNc2ncnc3nc[nH]c23)c1,1.9,i,0,1.0,-11,-4,-4,-7,-3
COc1ccc(N2CCN(C(=O)CCN3C(=O)c4ccccc4S3(=O)=O)CC2)cc1,0.0,i,2,/,1,2,-4,8,-2
CCNC(=S)Nc1ccccc1-c1ccccc1,0.6,i,-2,0.0,-4,-1,-4,0,2

# Copied from the results shown, three compounds:
SMILES,TbMetRS inhib,Neddylation inh,PABP1 MLLE inh,MsrA inh,FAS TE block,eLon inh,MsrA act,CSN deneddyl inh,Rin1 Abl inh
Cc1ccc(S(=O)(=O)N2CCCN(C(=O)CNC(=O)c3ccccc3)CC2)cc1,-0.3,i,-3,-0.8,-3,-4,-4,4,-1
Cc1nn(Cc2c(F)c(F)c(F)c(F)c2F)c(C)c1NC(=O)c1c([N+](=O)[O-])c(C)nn1C,-1.0,i,5,-2.0,0,-2,-10,-3,0
CCOCCn1ccc2c(OCC(=O)Nc3cc(OC)ccc3OC)cccc2c1=O,0.0,i,3,-0.6,4,-10,-2,3,4

# Other entries follow:
SMILES,TbMetRS inhib,Neddylation inh,PABP1 MLLE inh,MsrA inh,FAS TE block,eLon inh,MsrA act,CSN deneddyl inh,Rin1 Abl inh
CC(C)(C)SCCNC(=O)CN(c1ccc(F)cc1)S(C)(=O)=O,-0.2,i,1,0.8,-9,3,-2,1,0
N#CCSc1nc2c(c(C3CC=CCC3)c1C#N)CCC2 (centres undefined),-1.2,i,14,2.2,24,4,-13,-1,-42
O=C(CN1C(=O)NC2(CCCCC2)C1=O)Oc1ccc2c(C(F)(F)F)cc(=O)oc2c1,-0.6,/,44*,2.6,3,54*,-8,-6,0
Cc1nn(CC(=O)Nc2ccc(N3CCOCC3)cc2)c(C)c1Cl,-0.2,i,-4,-0.3,-7,-11,-1,-3,0
S=C(Nc1cccnc1)N1CCc2ccccc21,-0.9,i,-6,1.1,-8,-7,-8,5,0
Cn1c2c(c(=O)n(C)c1=O)C(c1ccccc1Cl)CC(=O)N2 (centres undefined),-0.4,i,4,0.5,-5,-2,-5,3,-1
COc1ccccc1-c1ccc(SCc2ccc(C)cc2)nn1,-0.5,i,-5,-0.1,17,7,-3,8,-1
Cc1cccc(NC(=S)N/N=C2/CCCCc3ccccc32)c1,-0.9,i,34,0.4,23,-1,-7,-7,3
O=C(/C=C/c1ccccc1)NCCSCc1ccccc1,0.0,i,2,-0.8,6,-2,-4,-16,3
OC(CNC1CCCC1)COc1c(F)cc(Br)cc1F (centres undefined),-0.6,i,0,-0.7,-3,-5,-9,-1,-3
O=c1cc[nH]c2c1ccc1cccnc12,0.9,i,-3,1.0,-8,5,0,-3,1
COc1cccc(CNC(=O)CN2C(=O)c3ccccc3S2(=O)=O)c1,0.0,i,5,-0.6,-3,-7,-2,0,0
CC(=O)N1N=C(c2ccc(Cl)cc2)CC1c1ccco1 (centres undefined),-0.2,i,2,0.3,-2,8,0,2,-2
O=C(NCCS(=O)(=O)N1CCN(c2ccccc2F)CC1)c1ccc2c(c1)OCO2,0.0,i,3,-0.9,-3,3,-1,-12,1
COc1ccc(C(=O)NCC(c2cccnc2)N2CCN(c3ccc(F)cc3)CC2)cc1OC (centres undefined),-0.5,i,-6,0.1,-2,-8,0,-3,-2
O=C(COC(=O)c1cccnc1Cl)c1ccc2c(c1)OCCO2,-0.9,i,0,1.0,-2,-1,-3,1,4
O=C(c1ccco1)N1CCN(S(=O)(=O)c2ccccc2[N+](=O)[O-])CC1,-0.1,i,14,0.7,-2,-9,-4,-12,0
Cc1cc(NC(=O)CSc2nnc(-c3ccc(O)cc3)o2)no1,-0.4,i,2,2.0,-5,4,0,-1,-3
Cc1nn(-c2ccc(C(=O)O)cc2)c2c1C(=O)CC(C)(C)C2,0.4,i,-1,0.3,-6,-1,-3,5,-2
CC1(C)NC(=O)N(CC(=O)OCC(=O)Nc2cc(S(=O)(=O)N3CCCCC3)ccc2Cl)C1=O,0.2,i,-61,-0.3,-5,0,-5,4,-3
COC(=O)CNC(=O)COC(=O)c1cc(F)c(F)cc1Cl,0.1,i,-5,-0.3,-2,0,-2,0,0
Cc1[nH]c(C)c(S(=O)(=O)N2CCN(c3ccccc3)CC2)c1C(=O)N1CCCC1,-0.2,i,8,0.2,-2,3,-10,2,0
COc1ccc(/C=C\c2onc(C)c2S(=O)(=O)N2CCC(C(=O)NCCC(C)C)CC2)cc1,0.3,i,4,0.4,14,-2,0,-2,0
COc1ccc(C(=O)NCC(c2ccco2)N2CCc3ccccc3C2)c(OC)c1 (centres undefined),-0.3,i,-4,-0.7,15,0,0,5,0
Cc1cccc(-n2nc3c([n+]2[O-])CCc2nonc2-3)c1C,-0.9,i,-1,0.8,-6,-1,-6,-4,-1
COc1ccc(N(CC(=O)N/N=C/c2cccs2)S(=O)(=O)c2ccc(OC)c(OC)c2)cc1,2.3,i,3,-0.2,11,-3,1,3,2
CCC1(c2ccc(Cl)cc2)NC(=S)N(c2ccccc2)N1 (centres undefined),0.1,i,-13,0.4,10,1,0,-2,-2
Cc1cccc(CCNC(=O)CCNC(=O)Cn2ccc3ccccc3c2=O)c1,-0.1,i,7,0.5,-12,-12,-1,-2,-1
CCOC(=O)CC(=O)CSc1nc(-c2cccnc2)ccc1C#N,-0.7,/,3,3.2,-6,-51,-8,10,-5
CCc1ccc(C(C)NC(=O)COC(=O)c2ccc(-n3cnnn3)cc2)cc1 (centres undefined),-0.5,i,-11,-0.3,-11,3,-2,-2,1
Cc1cccc2sc(NC(=O)C3CCCN(S(=O)(=O)c4cccc5nonc45)C3)nc12 (centres undefined),0.1,i,-35,-0.8,-2,-33,0,6,2
COc1ccc(Br)cc1S(=O)(=O)NCCCN1CCOCC1,-0.3,i,-13,0.3,1,-14,2,0,-1
CC(C)CC1C(=O)N(Cc2cn(CC3CCCCC3)nn2)CCS(=O)(=O)N1Cc1ccc(-c2ccc(Cl)c(Cl)c2)cc1 (centres undefined),-2.4,i,-21,0.5,27,-1,-7,-4,0
O=C1CSC(c2ccc(Cl)cc2)N1 (centres undefined),-0.2,i,37,-0.4,-34,-3,-2,-5,-1
CCc1c(C)sc(NC(=O)Cc2ccccc2OC)c1C(=O)N1CCOCC1,-0.3,i,4,-0.3,3,8,-2,-1,-1
Cc1c(C(=O)c2ccc(Cl)c(Cl)c2)cnc2cc3c(cc12)OCO3,-0.3,i,0,0.9,21,6,-2,-1,-3
CC(C)c1ccc(NC(=S)NN2CCN(C)CC2)cc1,-0.8,i,2,0.3,-3,5,-1,1,-1
N#Cc1ccccc1S(=O)(=O)N1CCN(CC(=O)NC(=O)NC2CCCCC2)CC1,-0.5,i,-13,-1.0,4,-1,-11,8,2
Cc1ccc2cc(C#N)c(N3CCN(C(=O)c4ccccc4)CC3)nc2c1,-0.3,i,5,-1.1,1,-1,0,1,-2
Cc1cc(C)nc(NC(=O)c2cccc([N+](=O)[O-])c2)c1,-0.2,i,8,-0.1,5,-8,-3,-2,-2
COc1ccc(OC)c(/C=C/C(=O)OCC(=O)NCc2ccco2)c1,-0.4,+,-3,1.4,-3,-3,-3,-2,0
O=C(c1cc2ccccc2oc1=O)N1CCSC1c1ccco1 (centres undefined),-0.1,i,4,0.8,-3,-2,-4,-1,-3
Cc1nn(C)c(C(=O)Nc2ccc(Br)cc2F)c1Br,-0.6,i,-2,/,-7,3,-1,-4,0
O=C(Nc1cccc(S(=O)(=O)NC2=NCCC2)c1)c1ccc(OC(F)F)cc1,-0.1,i,1,0.4,-5,-8,-2,0,-2
Cc1cc(C)cc(NC(=S)NN)c1,-1.0,i,-21,0.4,-4,9,-6,-6,2
CCOc1ccc(CNC(=O)c2cccc(NC(=O)C3=C(C)OCCS3)c2)cc1,-0.4,i,0,-0.9,4,-1,-3,5,0
NC(=O)C1(N2CCCCC2)CCN(C(=O)c2cc(COc3c(F)cccc3F)on2)CC1,-0.1,i,-2,-0.7,-1,-5,-3,1,0
O=C1NC[C@@H](CCCCN2C[C@H](Cc3ccccc3)N(CCC3CCCCC3)C(=O)C2=O)N(CCc2ccc(O)cc2)C1=O,-0.6,i,/,-1.8,10,-3,4,-2,/
O=C(CCS(=O)(=O)c1ccccc1)Nc1ccc(N2CCN(Cc3ccccc3)CC2)cc1,-0.4,i,26,0.4,-2,10,-3,2,-4
CCCCN(C(=O)c1cccc(-n2cccc2)c1)c1c(N)n(Cc2ccccc2)c(=O)[nH]c1=O,0.2,i,-21,0.0,-14,-27,-4,24,2

# Source: PubChem (several laboratories)
